mcGAS MS inh = blocks mouse cGAS cGAMP production; recombinant mouse cGAS, cGAMP by RapidFire MS; inhibition, % at 12.5 µM; 0.18% of 130,000 active; AID 1259397;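 active = inhibition of cGAS enzyme activity at or above 60%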;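 also: enzyme stimulated by 45 bp dsDNA with ATP and GTP substrates; cGAMP share of summed cGAMP plus half ATP and half GTP signals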
Target sequence (Q8C6L5 whole entry, looked up): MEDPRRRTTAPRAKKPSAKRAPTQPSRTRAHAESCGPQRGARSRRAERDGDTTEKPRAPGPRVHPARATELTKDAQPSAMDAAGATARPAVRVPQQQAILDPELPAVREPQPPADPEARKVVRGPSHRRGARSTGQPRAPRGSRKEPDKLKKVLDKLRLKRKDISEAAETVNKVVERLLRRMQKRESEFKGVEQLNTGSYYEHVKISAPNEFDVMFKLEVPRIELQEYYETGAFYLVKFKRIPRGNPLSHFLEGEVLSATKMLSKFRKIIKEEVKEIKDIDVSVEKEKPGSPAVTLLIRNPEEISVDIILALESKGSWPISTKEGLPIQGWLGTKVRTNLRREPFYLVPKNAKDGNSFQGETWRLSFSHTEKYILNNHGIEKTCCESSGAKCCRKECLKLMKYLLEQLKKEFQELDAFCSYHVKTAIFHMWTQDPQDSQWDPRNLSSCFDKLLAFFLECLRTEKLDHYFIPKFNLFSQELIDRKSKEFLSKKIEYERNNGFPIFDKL
Starred values were filed as active, the others as inactive; & = joins results of further samples.

SMILES	mcGAS MS inh
CNC(=O)c1c(NC(=O)C(C)SC)sc2c1-c1ccccc1C2 (centres undefined)	-5.2
Cc1ccccc1CN1CCC(CN(Cc2cccnc2)C(=O)c2ccsc2)CC1	-0.6
Cc1ccc(S(=O)(=O)NC(=O)c2c(C)cc3ccccn23)cc1	8.2
CCC(C(=O)OC)N(C(=O)c1ccc(C#N)cc1)c1ccccc1 (centres undefined)	-52.3
CCCNC(=O)C(C)NC(=O)c1ccc(Cn2nc(C)c([N+](=O)[O-])c2C)cc1 (centres undefined)	-6.0
Cc1ccc2[nH]c(C(=O)NC3CCN(CC(F)F)CC3)cc2c1C	-8.0
CCCC(=O)Nc1cc(C(=O)NCc2csc(-c3cnccn3)n2)ccc1C	-9.9
CN(C(=O)CN1CCOCC1)c1ccccc1C(=O)NCc1ccco1	-22.4
CC(C)c1nnc2sc(-c3cccc(-n4cccn4)c3)nn12	6.1
O=C(NNC(=O)c1cc2cc(Cl)ccc2o1)c1cnccn1	-4.2
Cc1[nH]c2ccccc2c(=O)c1CC=C(Cl)Cl	8.5
O=C1COCc2cc(-c3cccnc3)ccc2N1CC1CCCCC1	-11.1
O=C(CCN1CCN(S(=O)(=O)c2cccs2)CC1)Nc1ccc2c(c1)OCCO2	-0.4
CCN(CC)CCn1c2ccccc2c2nc(C)sc21	-15.5
CCSc1nc(CC(=O)NCc2n[nH]c3c2CCCCC3)cs1	-8.8
Cc1ccc(C)c(C(=O)c2ccccc2C(=O)NCC(=O)NC(C)C)c1	-4.2
O=C(COC(=O)c1cnccn1)Nc1ccc(Br)cc1	-0.6
CC(C)C(NS(=O)(=O)c1cccs1)C(=O)N1CCN(C(=O)C2CC2)CC1 (centres undefined)	3.8
COc1ccc2ccccc2c1CNC(=O)c1nc(N2CCCC2)ncc1Cl	-9.2
N#CCSc1nc(N)c(C#N)c(-c2ccc(O)cc2)c1C#N	-8.7
CN(C)[C@@H]1C[C@@H](CO)N(C(=O)c2ccccn2)C1	-1.0
Cc1c(NC(C)C)c(=O)n(-c2ccccc2)n1C	-9.4&7.1
ClCC1CSC(=NC23CC4CC(CC(C4)C2)C3)O1 (centres undefined)	-12.0
Cc1ccccc1Oc1ncccc1CNC(=O)CCc1cn[nH]c1	5.6
CCOP(=O)(OCC)C1(Nc2ccc(C)cc2)CCCCC1	-6.7
Next part:
SMILES	mcGAS MS inh
CNC(=O)c1ccc(CN(C)C(=O)c2ccccc2C(F)(F)F)cc1	2.0
COC(=O)C(c1ccc(F)cc1)N1CCC(CNC(C)=O)CC1 (centres undefined)	1.1
Cc1csc(NC(=O)C/C=C/c2ccc(F)cc2)n1	1.9
COCc1nc(N(C)CCc2c(C)n[nH]c2C)c2cnn(C)c2n1	-16.5
COc1ccc(S(=O)(=O)N2CCC(NC(=O)CCc3ccccc3O)CC2)cc1	9.7
Cc1cccc(N2CCN(C(C(N)=O)c3ccc(F)cc3)CC2)c1C (centres undefined)	-5.9
CCCCCOC(=O)C1=C(C)N(C)C(=O)NC1c1cc(Cl)c(O)c(OC)c1 (centres undefined)	-9.2
O=C(Nc1cccc(S(=O)(=O)N2CCCCC2)c1)c1ccsc1	1.8
Cc1cccc(=O)n1CCC(=O)N1CCCC(c2ccn[nH]2)C1 (centres undefined)	-20.3
CC(CCC1CCCO1)NC(=O)N(C)CC1CCN(C)CC1 (centres undefined)	3.7
Cc1ccc(C(=O)Cn2c(=O)n(Cc3cccnc3)c(=O)c3ncccc32)cc1C	1.9
C=C(C)CN(c1cnn(C)c1)C(C)c1cccc(OC)c1 (centres undefined)	-7.4
CCOc1ccc(NC(=O)NCCCn2nc(-c3ccncc3)ccc2=O)cc1	-4.6
CN(Cc1cnc(N2CCCC2)nc1)Cc1cc(-c2ccccc2)no1	-14.6
C1CCC(CN2CCCCC2)CC1	-0.3
O=C(CSc1ccc(NC(=O)c2cccc(F)c2)nn1)NCC1CCCO1 (centres undefined)	6.0
O=C(C=Cc1ccc2c(c1)OCO2)NCc1ccc(OC(F)(F)F)cc1	-4.0
CC(CNCc1ccc(Cl)c(Cl)c1)Oc1ccccn1 (centres undefined)	-7.1
CCn1c(C2CCCN(C(=O)Cn3nc4ccccc4n3)C2)nn(C)c1=O (centres undefined)	1.0
COC(=O)C1=C(C)N(C2CCCC2)C(=O)C1(NC(C)=O)C(F)(F)F (centres undefined)	-2.0
CN1OCC(S(=O)(=O)N2CCc3ccccc3C2)C1c1cccc(F)c1F (centres undefined)	-4.7
Cc1nc(N)[nH]c(=O)c1CCC(=O)O	-6.1
CCn1nnc2c(NCC(C)O)ncnc21 (centres undefined)	-14.3
CCOC(=O)c1cc([N+](=O)[O-])sc1NC(=O)c1ccc(Br)cc1	2.9
Cc1ccc(S(=O)(=O)NC(C(=O)N2CCc3ccccc3C2)C(C)C)cc1 (centres undefined)	-8.6
The list continues.
SMILES	mcGAS MS inh
CCOC(=O)CSc1ccc(S(C)(=O)=O)cc1[N+](=O)[O-]	-7.4
CCn1cc(NC(=O)Nc2cc(C)ccn2)c2ccccc21	-0.2
CCCCn1c(O)c(C=Nc2ccccc2)c(C)c(C#N)c1=O	-6.6
CC1(C)CC(=O)C=C(C(=O)N2CCC3(CCc4ccccc43)C2)O1 (centres undefined)	-3.2
CC(C)n1c(O)c(N=NC(=O)c2ccc(Cn3nnc(-c4ccccc4)n3)cc2)c2ccccc21	-0.4
O=C(NCc1cccc(COc2ccccc2)c1)c1cnccn1	-8.7
O=c1c2cnc3nc4ccccc4n3c2ccn1-c1cccc2ccccc12	6.8
CC(=O)c1ccc(C2CCCCC2)cc1	-4.4
O=C(Nc1ccccc1F)C1CSCN1C(=O)c1ccsc1 (centres undefined)	-7.9
CC[C@]1(O)CC2CN(CCc3c([nH]c4ccccc34)[C@@](C(=O)OC)(c3cc4c(cc3OC)N(C=O)[C@H]3[C@@](O)(C(=O)OC)[C@H](OC(C)=O)[C@]5(CC)C=CCN6CC[C@]43[C@@H]65)C2)C1 (some centres undefined)	-6.8&-1.3
Cc1[nH]n(-c2ccccc2)c(=O)c1C(=O)c1ccc(S(=O)(=O)N2CCCCC2)cc1	-9.7
CCN(Cc1cnn(C)c1)C(=O)CC(=O)Nc1cccc(Cl)c1C	-9.2
COc1ccc(C(C)C)cc1-c1c(-c2ccccc2)ncn1CCC(N)=O	-3.4
Cc1ccccc1C1CCCN(C(=O)c2cc(COc3cccc4cnccc34)on2)C1 (centres undefined)	-2.5
Cc1ccn2c(=O)cc(Cn3ncc(Cl)c(Cl)c3=O)nc2c1	-46.3
Cc1sc2ncnc(SCC(=O)NNC(=O)C3CC3)c2c1C	38.8
O=C(NCc1ccccc1Cl)c1cccc(OC2CCN(C(=O)C3CC3)CC2)c1	4.5
Cc1cc(C)c(NC(=O)c2ccc(S(C)(=O)=O)cc2)c(Cl)c1	0.6
Cc1c(CN2CCN(C(C)C)C(CCO)C2)c(=O)n(-c2ccccc2)n1C (centres undefined)	-6.7
COc1ccc(CCCC(=O)N2CCc3[nH]ncc3C2)cc1F	-8.9
CC(CN1CCc2ccccc2C1)NC(=O)c1cn(Cc2ccccc2F)nn1 (centres undefined)	-11.7
Cc1cnc(-n2nnc(C(=O)N3CCN(c4ncccn4)CC3)c2C)s1	-5.2
CC(Nc1ccc(Oc2ccccc2C#N)cc1)C(=O)N1CCOCC1 (centres undefined)	10.9
CCOc1cc(/C=C2/C(=N)N3N=C(CC)SC3=NC2=O)ccc1OC(=O)c1ccco1	34.1
Cc1nonc1NC(=O)c1ccc(F)c(COCC2CC2)c1	-11.1
Continuation:
SMILES	mcGAS MS inh
CCCCN(NC(C)=O)c1nc(Cl)nc(NC(C)C)n1	-9.7
O=C1CC(c2cccc(Oc3ccccc3)c2)NC(=O)N1 (centres undefined)	-5.6&3.1
CCN(CC)c1ccc(C(F)(F)F)cc1NC(=O)c1c(C)noc1C	-4.4
CC1=C(C(=O)C(C)C)C(c2cccs2)c2c(nc(SCC(C)C)[nH]c2=O)N1 (centres undefined)	-5.3
C=Cc1ccc(Cn2cc(C(=O)NCc3ccc(OC)c(OC)c3)sc2=O)cc1	-6.8
Cc1ccc(F)c(S(=O)(=O)NC(=O)C2(C)CCN2C(=O)CCC2CCCC2)c1 (centres undefined)	-2.0
CCc1ccc(C(COC)NC(=O)N2CCC(n3cncn3)CC2)o1 (centres undefined)	-9.5
CC1CN(S(=O)(=O)c2ccc(F)c(F)c2)CC(C)O1 (centres undefined)	-0.5
CC1(C)N=C(c2ccc(Cl)c(Cl)c2)C(=S)N1	4.2
CC(C)(C)c1ccc(CC(=O)N2CCC2(C)C(=O)Nc2cnc3ccccc3c2)cc1 (centres undefined)	-8.9
CCOc1cc(C2NC(=S)N(c3ccc4c(c3)OCCO4)C(C)=C2C(=O)OC)ccc1OC (centres undefined)	-0.7
COc1ccc(CN2CCCC(CNC(=O)NC(C)C)C2)cc1O (centres undefined)	-15.5
O=c1c2cc3c(=O)n(CCc4ccccc4)ccc3nc2ccn1CCO	-8.8
Cc1ccn2c(=O)c(NC(=O)c3ccc(C(C)(C)C)cc3)c(C)nc2c1	7.8
COc1ccc(S(=O)C(C)c2ncc(C(C)(C)C)o2)cc1OC (centres undefined)	67.5*
COc1ccc(C(=O)Nc2c3c(nn2C(C)(C)C)CS(=O)C3)c(OC)c1 (centres undefined)	-6.8
CN(C)C(=O)CN1CCN(C(=O)CC(c2ccccc2)c2ccccc2F)CC1 (centres undefined)	1.3
O=C(CCCN1CCOCC1)Nc1cc(C(=O)Nc2cccc(C(F)(F)F)c2)ccc1N1CC2CC(C1)c1cccc(=O)n1C2 (centres undefined)	-4.8
CNc1ncc(CN(C)C(=O)c2ccc(CSC)o2)cn1	-8.4
CCOc1ncccc1C(=O)N1CCCn2nc(C(=O)NC3CC3)cc2C1	-21.6
Cc1nc2c([nH]1)C(c1cccc([N+](=O)[O-])c1)C(C#N)C(=N)O2 (centres undefined)	2.0
Cc1ccc(S(=O)(=O)NC(=O)C2(C)CCN2C(=O)C2(c3ccccc3)CCCC2)cc1 (centres undefined)	-3.4
COc1ccc(-c2cc(CO)no2)cc1	-3.3
Cc1ccc2cc(CCNC(=O)c3ccc(C(F)(F)F)cc3)c(=O)[nH]c2c1C	-5.0
Cc1cc(I)ccc1NC(=O)CN(Cc1ccco1)C1CCS(=O)(=O)C1 (centres undefined)	4.8
More compounds
SMILES	mcGAS MS inh
CCC(CC)NC(=O)c1cc2c(nc3sccn32)s1	-29.0
FC(F)(F)C(OCc1n[nH]c(Cc2ccccc2)n1)c1ccccc1 (centres undefined)	-39.0
CN(Cc1ccc(Cl)s1)C(=O)CN(C)C1CCS(=O)CC1 (centres undefined)	-12.2
CSC1CCCC1N(C)CCS(C)(=O)=O (centres undefined)	-3.2
O=C(O)CC1C(=O)NC2(CCCC2)CN1C(=O)c1ccccc1F (centres undefined)	-3.8
O=C(c1ccccc1Cl)N1CCCC(OCc2cccc(F)c2F)C1 (centres undefined)	-1.2
COC(=O)COC(=O)c1cnc(-c2ccncc2)s1	-2.3
Nc1ccc2nn(-c3ccc(F)cc3)nc2c1	-5.0
Cc1ccc(C)c(OCCN(C)Cc2nc3ccccc3n2C)c1	-8.2
NC(=O)N1CCC(C(=O)O)CC1	23.0
CNC(=O)C1CCN(C(C)c2nc(C(C)(C)C)no2)CC1 (centres undefined)	5.5
O=C(CC1COCCN1)NCc1cc(-c2ccccn2)no1 (centres undefined)	-6.2
CCOc1cccc(C=Nc2cc(C)on2)c1O	10.3
CCCc1nc(C)cc(N2CCNC(=O)CC2)n1	-7.8
Cn1nnnc1SCc1ccc(C#N)cc1	-2.7
COC(=O)c1ccc(CN(CCN2CCOCC2)Cc2ccc(OC)c(OC)c2)o1	-1.0
Cc1nn(CC(=O)c2cc(C)n(C(C)C)c2C)c(C)c1[N+](=O)[O-]	10.7
Cc1ccccc1-n1nc2c(c1NC(=O)c1ccc(OC(C)C)cc1)CS(=O)C2 (centres undefined)	-7.3
Cn1c(SCCN2CCOCC2)nc2sc3c(c2c1=O)CCCC3	-6.6
Cc1cc(C)c2sc(N(Cc3ccccn3)C(=O)Cc3ccc(S(C)(=O)=O)cc3)nc2c1	-5.9
CC(C)Oc1ccc(C(=O)Nc2ccc3c(c2)oc(=O)n3C)cn1	-0.3
Cc1cc(NC(=O)CSCC(=O)N2CCN(c3cccc(Cl)n3)CC2)no1	-6.5
CCN(Cc1ccc(-c2nc3ccccc3n2C)o1)C1CCS(=O)(=O)C1 (centres undefined)	-14.6
CSc1nc2ccccc2n1CC(=O)N1CCOCC1	-10.3

Entries above that have an aryl methoxy group, in the order listed:
SMILES	mcGAS MS inh
COc1ccc2ccccc2c1CNC(=O)c1nc(N2CCCC2)ncc1Cl	-9.2
COc1ccc(S(=O)(=O)N2CCC(NC(=O)CCc3ccccc3O)CC2)cc1	9.7
CCCCCOC(=O)C1=C(C)N(C)C(=O)NC1c1cc(Cl)c(O)c(OC)c1 (centres undefined)	-9.2
C=C(C)CN(c1cnn(C)c1)C(C)c1cccc(OC)c1 (centres undefined)	-7.4
CC[C@]1(O)CC2CN(CCc3c([nH]c4ccccc34)[C@@](C(=O)OC)(c3cc4c(cc3OC)N(C=O)[C@H]3[C@@](O)(C(=O)OC)[C@H](OC(C)=O)[C@]5(CC)C=CCN6CC[C@]43[C@@H]65)C2)C1 (some centres undefined)	-6.8&-1.3
COc1ccc(C(C)C)cc1-c1c(-c2ccccc2)ncn1CCC(N)=O	-3.4
COc1ccc(CCCC(=O)N2CCc3[nH]ncc3C2)cc1F	-8.9
C=Cc1ccc(Cn2cc(C(=O)NCc3ccc(OC)c(OC)c3)sc2=O)cc1	-6.8
CCOc1cc(C2NC(=S)N(c3ccc4c(c3)OCCO4)C(C)=C2C(=O)OC)ccc1OC (centres undefined)	-0.7
COc1ccc(CN2CCCC(CNC(=O)NC(C)C)C2)cc1O (centres undefined)	-15.5
COc1ccc(S(=O)C(C)c2ncc(C(C)(C)C)o2)cc1OC (centres undefined)	67.5*
COc1ccc(C(=O)Nc2c3c(nn2C(C)(C)C)CS(=O)C3)c(OC)c1 (centres undefined)	-6.8
COc1ccc(-c2cc(CO)no2)cc1	-3.3
COC(=O)c1ccc(CN(CCN2CCOCC2)Cc2ccc(OC)c(OC)c2)o1	-1.0

By substructure: those above containing bromine
SMILES	mcGAS MS inh
O=C(COC(=O)c1cnccn1)Nc1ccc(Br)cc1	-0.6
CCOC(=O)c1cc([N+](=O)[O-])sc1NC(=O)c1ccc(Br)cc1	2.9

High-throughput results deposited in PubChem by Fisher Drug Discovery Resource Center.

An excerpt; count on the stated rates, not on these rows.
